# From PubChem
# GAA glycogen mod: qHTS Assay for Inhibitors and Activators of Human alpha-Glucosidase Cleavage of Glycogen | Potency, µM (doses to about 76.4 µM), without a hit: top-dose activity change, negative = inhibition, hits mostly inhibitors | AID 2100, 2009 | actives 0.38% (n = 300,000) | Lysosomal alpha-glucosidase (Homo sapiens), P10253 | recombinant GAA, glycogen substrate, Amplex Red glucose oxidase fluorescence;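 further: 0% = full enzyme reaction and -100% = no-enzyme basal signal; the screen sought inhibitors and activators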
#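 qHTS, 1536-well; enzyme 4 nM final; cpd up to 77 uM; substrate bovine liver glycogen 30 ug; 50 mM citrate/phosphate pH 5.0, 0.01% Tween-20; 37 C, 40 min; Amplex Red detection 45 min RT; Hill fit → AC50.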
# ALDH1A1 inh: qHTS Assay for Inhibitors of Aldehyde Dehydrogenase 1 (ALDH1A1); Purified ALDH1A1, NADH fluorescence, propionaldehyde substrate; Potency, µM (top dose mostly 75.3 µM), inactives show at the highest dose activity, negative = inhibition, most hits filed as inhibitors; AID 1030, 2008; actives 7.3% (n = 220,000); Aldehyde dehydrogenase 1A1 (Homo sapiens), P00352; active means well fitted inhibition curve with a large enough effect, not every such curve was filed as active; inconclusive means small, poorly fitted or top-dose-only effect, or another doubt; inactive means no such curve, though single readings can be large or run the other way;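 further: plate controls were no enzyme wells and a reference inhibitor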
# Target sequence (P00352 whole entry, looked up): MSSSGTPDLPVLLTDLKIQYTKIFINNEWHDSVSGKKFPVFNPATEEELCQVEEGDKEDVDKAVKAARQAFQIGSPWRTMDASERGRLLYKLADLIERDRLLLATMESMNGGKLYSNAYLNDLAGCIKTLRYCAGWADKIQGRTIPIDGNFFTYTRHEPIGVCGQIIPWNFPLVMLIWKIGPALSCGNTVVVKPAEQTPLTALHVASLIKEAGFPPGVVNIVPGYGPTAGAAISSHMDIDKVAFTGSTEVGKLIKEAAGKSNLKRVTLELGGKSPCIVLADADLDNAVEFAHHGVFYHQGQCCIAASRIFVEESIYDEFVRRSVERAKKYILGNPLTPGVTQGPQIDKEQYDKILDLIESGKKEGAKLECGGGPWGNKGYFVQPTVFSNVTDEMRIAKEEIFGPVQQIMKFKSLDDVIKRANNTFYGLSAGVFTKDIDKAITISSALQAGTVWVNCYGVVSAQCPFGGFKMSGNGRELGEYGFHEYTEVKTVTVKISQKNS
# GAA inh: qHTS Assay for Inhibitors of Human alpha-Glucosidase as a Potential Chaperone Treatment of Pompe Disease | Potency, µM (doses to about 76.9 µM), without a hit: top-dose activity change, negative = inhibition, most hits filed as inhibitors | Lysosomal alpha-glucosidase (Homo sapiens), P10253 | actives 0.005% (n = 200,000) | AID 1466, 2008 | purified human GAA, 4-MU-alpha-glucoside fluorescence;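 further: plate controls were uninhibited enzyme wells for no effect and no-enzyme background for full effect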
#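 Enzyme (4 nM final) mixed with compound (up to 77 uM), then 4-MU-alpha-D-pyranoside (400 uM final) added; 20 min at room temperature, pH 5.0. Reaction stopped at pH 10, fluorescence read, AC50 derived by Hill fit.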
# Epigenetic derep: Quantitative High-Throughput Screen for Regulators of Epigenetic Control. Potency, µM (highest dose often 53.9 µM), without a hit: at the highest dose GFP activation, actives largely listed as activators. actives 0.2% (n = 280,000). murine LDR cells, GFP reporter derepression, 30 h; further: % of control where 0% means no effect; nearly all actives have a fitted effect of over 60% in size
#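 GFP-positive cell count by laser-scanning cytometry (objects 20–120 um) after 30 h, 37 C compound exposure of murine LDR cells; reporter is CMV-GFP integrated at a silenced locus, inducible by HDAC or DNMT inhibitors.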
# aGal spleen mod: qHTS Assay for Inhibitors and Activators of Human alpha-Galactosidase From Spleen Homogenate | Alpha-galactosidase A (Homo sapiens), P06280 | human spleen homogenate, 4MU-alpha-Gal fluorescence, 40 min | Potency, µM (top dose mostly 80 µM), for the others: at the top dose activity change, negative = inhibition, hits mostly inhibitors | actives 0.008% (n = 240,000);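 further: 0% = enzyme with vehicle and -100% = no enzyme basal signal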
# Target sequence (P06280 32-429 limits assumed): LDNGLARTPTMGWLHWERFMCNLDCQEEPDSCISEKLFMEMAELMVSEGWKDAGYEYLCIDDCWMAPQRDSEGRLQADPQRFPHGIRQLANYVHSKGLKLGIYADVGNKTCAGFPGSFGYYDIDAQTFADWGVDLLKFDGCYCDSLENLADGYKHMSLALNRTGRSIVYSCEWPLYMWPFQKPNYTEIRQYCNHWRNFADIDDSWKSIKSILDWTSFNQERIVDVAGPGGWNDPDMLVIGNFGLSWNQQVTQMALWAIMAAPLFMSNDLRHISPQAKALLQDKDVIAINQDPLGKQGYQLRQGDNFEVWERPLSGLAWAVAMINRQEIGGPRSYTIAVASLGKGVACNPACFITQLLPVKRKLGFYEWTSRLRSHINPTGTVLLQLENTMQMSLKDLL
#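 Fluorogenic readout (Ex 365/Em 440 nm) of 4-methylumbelliferone released from 1 mM 4-MU-alpha-galactoside by spleen homogenate, 40 min at 37C, pH 5.0. Data normalized to no-enzyme and enzyme controls; Hill-equation AC50 from compound titrations.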
# aGlu spleen mod: qHTS Assay for Inhibitors and Activators of Human alpha-Glucosidase From Spleen Homogenate; human spleen homogenate, 4-MU-alpha-glucoside fluorescence; Potency, µM (titrated, usually from 79.9 µM), for inactives: top-dose activity change, negative = inhibition, most hits filed as inhibitors; actives 0.006% (n = 240,000); AID 2112, 2009;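 further: 0% = enzyme with vehicle and -100% = no enzyme basal signal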
#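 Enzyme source: human spleen homogenate, 1 ug/well. Buffer 50 mM citric acid/K phosphate pH 5.0, 0.01% Tween-20. 4-MU-alpha-glucoside 1 mM; 37 C x 40 min; NaOH/glycine stop; fluorescence.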
# Tau fluor counter: Counterscreen qHTS for Inhibitors of Tau Fibril Formation, Fluorescence Polarization. actives 0.93% (n = 280,000). tau K18 P301L (four-repeat tau fragment) Alexa594 fluorescence, heparin fibrillization. Potency, µM (top dose mostly 57.7 µM), without a hit: at the highest dose activity change, negative = decrease; further: on the % scale 0 is the no-effect control and ±100 the full control effect; nearly all actives have a fitted effect of over 55% in size
#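 Human K18 P301L tau (15 uM unlabeled plus 0.24 uM Alexa 594-labeled, final) in 100 mM sodium acetate pH 7 was mixed with compound and 20 uM heparin and incubated 6 hr at 37 C.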
# NPSR antagonist: qHTS Assay for Antagonists of the Neuropeptide S Receptor: cAMP Signal Transduction; Q6W5P4; CHO-NPSR cells, cAMP TR-FRET, antagonist mode; Potency, µM (highest dose often 38.3 µM), for the others: top-dose activity change, negative = inhibition, actives largely listed as inhibitors; actives 1% (n = 220,000); further: on the % scale 0 is the no-effect control and ±100 the full control effect; nearly all actives have a fitted effect of over 50% in size; many of its hits are not listed in these tables
# * hit, by the source's call; u = inconclusive; x = not tested or not shown; [ ] = another dose, or the depositor's remark. Unless noted, the call rests on the fitted dose curve; in most records, active means well fitted curve in the direction sought with a large enough effect; inconclusive means small, poorly fitted or top-dose-only effect, or another doubt; inactive means no such curve, though single readings can be large; an effect the other way counts as inactive or inconclusive. Potency means the concentration at half of the fitted maximal effect. Some of the compounds tested; rates above refer to the full screens.
Structure	GAA glycogen mod	ALDH1A1 inh	GAA inh	Epigenetic derep	aGal spleen mod	aGlu spleen mod	Tau fluor counter	NPSR antagonist
COc1cc(/C=N/NC(=O)CCc2c(C)n[nH]c2C)cc(OC)c1OC	-24%	1%	2%	-3.8%	2%	8%	-3%	-8%[46.1 µM]
O=C(Nc1ccc(Cl)c(C(F)(F)F)c1)c1ccncc1	-12%	-6%	-3%	-1.1%	6%	8%	9%	6%
O=S(=O)(Nc1ccncc1Cl)c1cccc(Cl)c1Cl	5%	2%	-3%	-1.3%	-3%	0%	-7%	-1%
CC(NC(=O)CN1CCc2ccccc21)c1ccccc1 (stereo unspecified)	1%	u	-3%	-0.9%	-9%	-3%	-15%	1%[46.1 µM]
O=C(N/N=C/C1CC2CCC1C2)c1ccc2c(c1)OCO2 (stereo unspecified)	-6%	-14%	0%	-0.7%	0%	5%	3%	1%
CCN(CC)c1ccc(/C=N/N2CCN(Cc3ccc(Cl)cc3)CC2)c(O)c1	u	x	x	-1.0%	1%	-5%	u	35%
COc1cccc2[nH]c(C(=O)NN)c(N)c12	-26%	28µM*	-6%[15.4 µM]	1.6%	1%	1%	u	28%
CC1=NNC(=O)C1CC(=O)N/N=C/c1ccncc1 (stereo unspecified)	u	x	x	0.1%	-9%	2%	-5%	19%
Cc1ccccc1-c1noc(C2CCCCC2)n1	-16%	4%	-1%	4.3%	4%	2%	-4%	1%[46.1 µM]
CCOC(=O)N1CCN(C(=O)CCCCn2c(=S)[nH]c3ccsc3c2=O)CC1	5%	-1%	-7%	-1.7%	-7%	-2%	-3%	-4%
CCCn1c(=O)c2ccccc2n2c(SCC(=O)c3cc(C)n(CCOC)c3C)nnc12	8%	8%	-6%	-0.8%	3%	1%	1%	-4%[46.1 µM]
N#Cc1c(N)nc2c(c1-c1cccs1)CCCC2	13%	-7%	3%	0.0%	-3%	-5%	-2%	6%

# Copied from the list.
# GAA inh, O=C(N/N=C/C1CC2CCC1C2)c1ccc2c(c1)OCO2 (stereo unspecified) stands at 0%
# aGlu spleen mod, COc1cc(/C=N/NC(=O)CCc2c(C)n[nH]c2C)cc(OC)c1OC stands at 8%

# More structures follow:
Structure	GAA glycogen mod	ALDH1A1 inh	GAA inh	Epigenetic derep	aGal spleen mod	aGlu spleen mod	Tau fluor counter	NPSR antagonist
CC(C)n1ncc(C(N)=O)c1N	1%	-6%	-2%	-0.2%	-1%	1%	-5%	-5%[46.1 µM]
CCOC(=O)c1cc2c(ccn2C)n1Cc1cc(C)ccc1C	-12%	-11%	9%	-1.1%	1%	-3%	-25%	u
OCCn1c(CSc2nnc(-c3ccco3)n2-c2ccccc2)nc2ccc(Cl)cc21	4%	13µM*	-12%	-0.8%	-21%	-4%	-6%	-5%[46.1 µM]
CC1CCc2nc(NC(=O)c3ccc(S(=O)(=O)N4CCCc5ccccc54)cc3)sc2C1 (stereo unspecified)	2%	0%	0%	1.0%	8%	-14%	-13%	-3%[46.1 µM]
O=C(Nc1ccc(Oc2ccc(S(=O)(=O)N3CCOCC3)cn2)cc1)c1ccco1	11%	u	u	0.3%	-4%	-2%	-2%	-11%[46.1 µM]
Oc1ccc(-n2cnnn2)cc1	-15%	0%	2%	1.7%	7%	4%	-18%	-7%[46.1 µM]
Cn1ccnc1SCC(=O)NC1CC1	4%	10%	-3%	-2.0%	10%	3%	-2%	3%[46.1 µM]
CCOC(=O)c1nc(-c2ccccc2)sc1C(C)=O	6%	-12%	-5%	1.0%	-17%	1%	-2%	1%
c1ccc(OCc2nc(-c3ccncc3)no2)cc1	0%	-3%	-6%	2.8%	-5%	-4%	-9%	1%
CCN(CC(=O)NC1CCS(=O)(=O)C1)C(=O)C(c1ccccc1)c1ccccc1 (stereo unspecified)	3%	u	5%	0.0%	-2%	2%	6%	-1%[46.1 µM]
COc1cc(OC)cc(C(=O)N[C@H](C(=O)NC23CC4CC(CC(C4)C2)C3)C(C)C)c1	-7%	4%	0%	5.9%	4%	6%	-4%	-15%[46.1 µM]
O=C(NC(=S)Nc1ccc2oc(=O)ccc2c1)c1ccc(-c2cccc(Cl)c2Cl)o1	3%	11µM*	-1%	0.0%	-3%	-1%	9%	1%
O=C(NCc1ccco1)c1cc2ccccc2c(=O)o1	-5%	u	2%	-2.6%	3%	3%	-9%	-1%[46.1 µM]
COc1ccc(OCC(=O)Nc2ccc(N3CCOCC3)cc2)c([N+](=O)[O-])c1	8%	28µM*	0%	-0.2%	-4%	1%	-26%	-1%
Nc1cc2c(cc1[N+](=O)[O-])OCO2	9%	-15%	x	-0.2%	-1%	0%	-15%	25%
Cn1nnnc1SCC(=O)Nc1ccccc1N1CCOCC1	3%	1%	2%	-0.7%	-10%	-7%	-4%	-3%[46.1 µM]
Cc1[nH]n(-c2ccccc2)c(=O)c1-c1ccccc1	u	5%	-11%	-2.7%	-5%	-4%	-12%	-29%[46.1 µM]
O=c1ccn(CCc2c[nH]c3ccccc23)c2c1CCCC2	1%	14µM*	0%	1.1%	-8%	x	4%	10%
O=C1C(C=NCc2ccccn2)=C(O)c2ccccc21	-5%	u	-11%	3.3%	-2%	-13%	-9%	-15%[46.1 µM]
O=C(NCCOc1ccccc1)c1ccc2c(c1)OCO2	0%	-2%	-15%	-1.0%	-1%	-1%	2%	-11%[46.1 µM]
CCN(CC)c1ccc(/C=N/N(c2ccccc2)c2ccccc2)c(O)c1	u	-6%	-8%	1.0%	-1%	-5%	u	-8%[46.1 µM]
C=CCOn1c(=O)c(C)[n+]([O-])c2ccccc21	-3%	u	-2%	u	-8%	-2%	-9%	-4%[46.1 µM]
CC(=O)c1ccc(N2CCN(C(=O)c3cccc(Oc4ccccc4)c3)CC2)cc1	4%	-7%	-2%	-0.5%	4%	-6%	-9%	-30%
CCC(C)Oc1ccccc1C1CC(=O)NC2=C1C(=O)CCC2 (stereo unspecified)	7%	-3%	-1%	0.3%	-5%	-4%	-8%	-5%[46.1 µM]
CCCCc1ccc(Nc2ncnc3nc[nH]c23)cc1	-14%	-13%	-2%	1.0%	-4%	-5%	u	-22%[46.1 µM]
Cc1ccc(P(=O)(OCCN2CCOCC2)C(C)(C)C)o1 (stereo unspecified)	-6%	2%	4%	-10%	3%	5%	6%	-1%[46.1 µM]
CC1(OC(=O)C2CCCC2)C(=O)C=C2C=C(c3ccsc3)N(CCN3CCOCC3)C=C2C1=O (stereo unspecified)	1%	-1%[13.5 µM]	x	4.8%	4%[17.5 µM]	-1%[17.4 µM]	-10%[11.6 µM]	2%
O=C(C1=C(O)/C(=C/c2ccc(O)cc2)CCC1)C(F)(F)F	-23%	0.079µM*	-4%	-1.2%	1%	-6%	u	-8%[46.1 µM]
Cc1ccc(S(=O)(=O)N2CCCOC2)cc1	-7%	-2%	-4%	-2.0%	-3%	-6%	-7%	0%[46.1 µM]
CCC(C)n1c(S(=O)(=O)O)nc2ccccc21 (stereo unspecified)	-5%	3%	5%	1.8%	1%	-10%	-12%	-8%[46.1 µM]
CCOC(=O)c1cnc2c(C)c(-c3ccccc3)[nH]n2c1=O	8%	-9%	3%	0.1%	-15%	-1%	-5%	7%[46.1 µM]
Nc1ccc(Oc2ccc(F)cc2)nc1	4%	x	x	u	-5%	-5%	5%	21%
CCOC(=O)c1ccc(CNC(=O)CSc2nc(NC(=O)c3ccccc3)c3c(C)c(C)oc3n2)cc1	-7%	33%[activator]	-1%	1.3%	20%	-11%	-24%	-25%[46.1 µM]
Cc1cc(N2CCOCC2)ncc1[N+](=O)[O-]	-2%	25%	4%	-1.6%	-7%	0%	-3%	-11%[46.1 µM]
CC1CCN(C(=S)NC(=O)C2CCCCC2)CC1	2%	u	-9%	-0.9%	-3%	1%	-8%	-9%[46.1 µM]
CCCCS(=O)(=O)/C=C\C1C2C=CC(C2)C1S(=O)(=O)CCCC (stereo unspecified)	7%	u	-6%	-2.2%	8%	5%	-2%	-5%[46.1 µM]
CC1(C)CC(=O)C/C(=N\NC(=O)Cc2ccccc2)C1	-12%	10%	2%	4.4%	-2%	2%	6%	13%
O=C(OCn1nnc2ccccc2c1=O)c1cc(-c2ccccc2Cl)nc2ccccc12	9%	13%	4%	0.0%	-26%	-13%	-1%	-4%
NC(=O)c1c(NC(=O)CN2CCOCC2)sc2c1CCC2	-2%	u	-9%	-2.7%	0%	2%	-4%	3%[46.1 µM]
CCCCc1c(O)nc(N2CCN(Cc3ccccc3)CC2)[nH]c1=O	-22%	2%	2%	1.8%	22%	-6%	4%	-4%[46.1 µM]
Cc1ccc2c(c1)C1OCCC1C1N2C(=O)C2C(C(=O)O)C3C=CC21O3 (stereo unspecified)	8%	-4%	-25%[15.4 µM]	-13%	-14%	-5%	-4%	-12%[46.1 µM]
CCNC(=S)Nc1ccc(Cl)cc1	-2%	2%	3%	-1.8%	-10%	5%	-2%	14%
O=C(COC(=O)c1cc(S(=O)(=O)N2CCCCC2)ccc1N1CCOCC1)NC1CCCCC1	12%	u	-7%	-4.0%	-1%	-1%	-6%	-9%[46.1 µM]
O=C1COc2ccc(C(=O)COC(=O)c3cc(S(=O)(=O)NCc4ccccc4)ccc3O)cc2N1	4%	x	x	1.1%	-17%	-6%	-1%	-15%
COc1cc(CO)cc(Br)c1OCC(=O)N1CCCCC1	0%	u	-15%	6.9%	-2%	-6%	-1%	-9%[46.1 µM]
CC(=O)Nc1ccc(C=C(C(C)=O)C(C)=O)cc1	2%	x	x	0.0%	-2%	2%	11%	-22%
